# ASAP1 GAP inh: inhibitors of human ASAP1 ArfGAP activity, primary screen, biochemical, fluorescence polarization | ASAP1-stimulated ARF1 GTP hydrolysis, GDP FP detection | inhibition, % at 16.5 µM | Arf-GAP with SH3 domain, ANK repeat and PH domain-containing protein 1 (Homo sapiens), … | 360,000 compounds, 0.19% hits; in the data active means inhibition above about 25%;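 further: 0% = vehicle with enzyme and substrate and 100% = no enzyme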
# NR1D1 modulator: modulators of Rev-erb alpha DNA binding, primary screen, biochemical, FITC-DNA, fluorescence polarization, uHTS | Rev-erbα–FITC-DNA binding, 90 min | activity, % at 10 µM | 370,000 compounds, 0.79% hits | AID 1259318, 2017;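 active means activity above about 14%, limit read from the data; passing the limit was not always enough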;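 further: 0% = DMSO wells with 35 nM protein and 100% = DMSO wells with 750 nM protein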
# DDE Tn7 FP inh: inhibitors of Tn7 peptide binding to fibrin DD(E), primary screen, biochemical, fluorescence polarization, human fibrin, Tn7 probe | Fibrinogen beta chain (Homo sapiens), P02675 | FP displacement of FITC-Tn7 peptide from fibrin DD(E); 0% = median of compound wells per plate | inhibition, % at 8.3 µM | 370,000 compounds, 0.13% hits | AID 720508, 2013;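 active means inhibition above the mean of compounds falling within the control limits plus 3 SD of them, cut at about 14% in these data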;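 further: 0% = plate median of compound wells and 100% = 10 µM Aha-Tn7 peptide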
# Target sequence (P02675 whole entry, looked up): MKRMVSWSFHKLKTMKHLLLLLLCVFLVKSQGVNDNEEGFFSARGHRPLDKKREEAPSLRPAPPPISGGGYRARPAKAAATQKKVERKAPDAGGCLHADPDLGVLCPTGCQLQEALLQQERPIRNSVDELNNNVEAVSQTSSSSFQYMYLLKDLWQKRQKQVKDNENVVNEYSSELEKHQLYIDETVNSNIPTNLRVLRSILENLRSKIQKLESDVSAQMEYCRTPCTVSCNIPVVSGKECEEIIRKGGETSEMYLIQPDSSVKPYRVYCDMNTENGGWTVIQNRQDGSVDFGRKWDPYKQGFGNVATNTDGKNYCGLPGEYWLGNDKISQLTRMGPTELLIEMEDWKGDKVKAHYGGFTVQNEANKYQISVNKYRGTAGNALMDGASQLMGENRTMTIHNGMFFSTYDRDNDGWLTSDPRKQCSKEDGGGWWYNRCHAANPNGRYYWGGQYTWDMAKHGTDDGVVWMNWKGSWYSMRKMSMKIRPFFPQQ
#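 Assay system: human fibrin DD(E). Input: DD(E) 2 µM final. Medium: Tris buffer with calcium and detergent, pH 7.8. Compound dosing: single point at 8.3 µM. Timing: 10 min plus 3 h, room temperature. Technique: fluorescence polarization of the labelled Tn7 tracer. Read-out: percent inhibition. Replicates: singlicate testing.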
# ARFGAP1 inhibitor: inhibitors of rat ARFGAP1 GAP activity, primary screen, biochemical, fluorescence polarization, GDP tracer; 360,000 compounds, 0.26% hits; Arfgap1-stimulated ARF1 GTP hydrolysis, GDP FP detection; inhibition, % at 16.5 µM; ADP-ribosylation factor GTPase-activating protein 1 (Rattus norvegicus), Q62848;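 active means inhibition above a per-plate limit, mean inhibition of low control wells plus 3 SD, cut at about 25% in these data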;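 further: 0% = DMSO wells with enzyme and 100% = wells lacking Arfgap1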
#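 Replicates: Single well per compound | Assay system: Truncated rat Arfgap1 GAP domain | Control set: No-Arfgap1 wells (100%) versus DMSO full-reaction wells (0%) | Times: Enzyme reaction 120 min at 25 °C after 20 min preincubation | Reagent: Human ARF1(Δ1-17)-GTP substrate | Measured by: Tracer-displacement fluorescence polarization with EDTA stop, 620/688 nm | Measure: Percent inhibition of Arfgap1-stimulated GTP hydrolysis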
# KLK7 zymogen act: proKLK7 zymogen activators, primary screen, biochemical, fluorescence intensity; 370,000 compounds, 0.9% hits; Kallikrein-7 (Homo sapiens), P49862; purified proKLK7, EDANS-DABCYL substrate fluorescence; 100% is mature enzyme control, 0% vehicle; activation, % at 7 µM;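 active means activation above the mean of all tested compounds plus 3 SD, computed per campaign excluding outliers beyond control limits, cut at about 13% in these data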
# PLC-beta3 inh: human PLC-beta3 inhibitors, primary screen, biochemical, fluorescence; AID 720704, 2013; 370,000 compounds, 0.18% hits; inhibition, % at 12.2 µM; Purified PLC-beta3, fluorogenic substrate; 1-phosphatidylinositol 4,5-bisphosphate phosphodiesterase beta-3 (Homo sapiens), Q01970; in the data active means inhibition above about 11%;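 further: 0% = median of compound wells on plate and 100% = full blocker control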
# Tn6 DDE FP: inhibitors of Tn6 peptide binding to fibrin DD(E), primary screen, biochemical, fluorescence polarization, human fibrin, Tn6 probe. 370,000 compounds, 0.21% hits. Fibrin DD(E) TRITC-Tn6 fluorescence polarization displacement. Fibrinogen beta chain (Homo sapiens), P02675. inhibition, % at 8.3 µM. AID 720509, 2013;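 active means inhibition above a per-campaign cutoff: mean of compounds within control limits plus 3 SD, cut at about 15% in these data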;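 further: 0% = median of all compound wells on the plate and 100% = blocking peptide control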
# PLCg1 inh: PLC-gamma1 enzyme inhibitors, primary screen, biochemical, fluorescence, purified enzyme. fluorogenic substrate. inhibition, % at 12.2 µM. 1-phosphatidylinositol 4,5-bisphosphate phosphodiesterase gamma-1 (Homo sapiens), P19174. 370,000 compounds, 0.84% hits; in the data active means inhibition above about 9.5%
# UHRF1 MBD2 ctr: UHRF1 methylated DNA binding inhibitors, primary screen, counter-screen for MBD2 inhibitor project, biochemical, TR-FRET, human UHRF1, single concentration; UHRF1 binding to methylated oligo; inhibition, % at 4.4 µM; E3 ubiquitin-protein ligase UHRF1 (Homo sapiens), Q96T88; 370,000 compounds, 0.75% hits; AID 687016, 2013; in the data active means inhibition above about 21%;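 further: UHRF1 SRA domain binding a hemimethylated CpG hairpin DNA probe; 0% = median of test compound wells and 100% = reference inhibitor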
# sPLA2-III inh: human group III sPLA2 inhibitors, primary screen, biochemical, QFRET, BODIPY PC-A2 liposome substrate; AID 743126, 2013; inhibition, % at 12.2 µM; QFRET BODIPY PC-A2 liposome hydrolysis, fluorescence; 370,000 compounds, 0.56% hits;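 active means inhibition above mean plus 3 SD of compounds lying within the high and low control bounds, cut at about 19% in these data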;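 further: 0% = median of test compound wells and 100% = no enzyme DMSO wells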
# Target sequence (Q9NZ20 whole entry, looked up): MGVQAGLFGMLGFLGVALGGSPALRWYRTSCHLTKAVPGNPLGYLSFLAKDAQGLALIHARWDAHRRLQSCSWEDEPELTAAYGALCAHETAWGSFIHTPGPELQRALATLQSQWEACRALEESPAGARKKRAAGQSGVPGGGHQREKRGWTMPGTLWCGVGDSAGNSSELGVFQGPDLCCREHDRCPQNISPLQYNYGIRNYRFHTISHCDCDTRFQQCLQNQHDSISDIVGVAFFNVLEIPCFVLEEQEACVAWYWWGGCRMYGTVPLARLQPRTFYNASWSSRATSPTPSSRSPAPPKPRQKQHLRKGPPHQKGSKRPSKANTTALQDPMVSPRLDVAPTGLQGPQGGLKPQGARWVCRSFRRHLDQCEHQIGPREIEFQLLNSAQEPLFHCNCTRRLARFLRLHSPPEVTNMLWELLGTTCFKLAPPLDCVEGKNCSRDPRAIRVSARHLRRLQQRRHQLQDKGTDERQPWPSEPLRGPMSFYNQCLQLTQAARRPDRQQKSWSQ
# Starred values were filed as active, the others as inactive.
# A first look:
mol	sPLA2-III inh	DDE Tn7 FP inh	Tn6 DDE FP	KLK7 zymogen act	PLC-beta3 inh	ARFGAP1 inhibitor	PLCg1 inh	UHRF1 MBD2 ctr	ASAP1 GAP inh	NR1D1 modulator
CCCSc1ccc([C@@H]2[C@@H]3C(=O)N(CC)C(=O)[C@@H]3[C@]3(C(=O)OC)CCCCN23)cc1	-15	3	-7	0.3	0	-7	2	-1	-13	0
COc1cccc(NC(=O)c2cn(C)c(=O)c3cc(OC)c(OC)cc23)c1	7	12	10	-0.1	0	1	-4	4	7	-5
O=C(/C=C/c1ccccc1[N+](=O)[O-])OCC(=O)N1CCN(c2ccccc2)CC1	-2	-3	1	0.2	-3	-6	-2	1	10	-3
O=C1C=CC(=O)C(C2=C3C(=O)N(CCc4ccccc4)CC(=O)N3CCC2)=C1	-30	-8	-6	0.4	-5	-7	-4	-4	1	1
CC(=O)C1=C(C)N(CC2CC2)C(=O)N[C@H]1c1ccccc1	11	4	5	0.4	1	13	5	4	5	-4
CSc1nc(N)nc2c1ncn2CC(=O)NCc1ccccc1	2	1	-3	-0.2	1	-1	0	0	9	-15
Cc1cccnc1NC(=O)c1ccc(NS(=O)(=O)/C=C/c2ccccc2)cc1	-2	8	6	0.5	0	-13	0	-1	-17	-6

# The whole of this part, repeating the preview:
mol	sPLA2-III inh	DDE Tn7 FP inh	Tn6 DDE FP	KLK7 zymogen act	PLC-beta3 inh	ARFGAP1 inhibitor	PLCg1 inh	UHRF1 MBD2 ctr	ASAP1 GAP inh	NR1D1 modulator
CCCSc1ccc([C@@H]2[C@@H]3C(=O)N(CC)C(=O)[C@@H]3[C@]3(C(=O)OC)CCCCN23)cc1	-15	3	-7	0.3	0	-7	2	-1	-13	0
COc1cccc(NC(=O)c2cn(C)c(=O)c3cc(OC)c(OC)cc23)c1	7	12	10	-0.1	0	1	-4	4	7	-5
O=C(/C=C/c1ccccc1[N+](=O)[O-])OCC(=O)N1CCN(c2ccccc2)CC1	-2	-3	1	0.2	-3	-6	-2	1	10	-3
O=C1C=CC(=O)C(C2=C3C(=O)N(CCc4ccccc4)CC(=O)N3CCC2)=C1	-30	-8	-6	0.4	-5	-7	-4	-4	1	1
CC(=O)C1=C(C)N(CC2CC2)C(=O)N[C@H]1c1ccccc1	11	4	5	0.4	1	13	5	4	5	-4
CSc1nc(N)nc2c1ncn2CC(=O)NCc1ccccc1	2	1	-3	-0.2	1	-1	0	0	9	-15
Cc1cccnc1NC(=O)c1ccc(NS(=O)(=O)/C=C/c2ccccc2)cc1	-2	8	6	0.5	0	-13	0	-1	-17	-6
Nc1ccc(CCC(=O)N2CCCC2)cc1	0	5	-8	-0.3	-8	-10	-2	0	3	1
COc1cc(OC)c(C(=O)NCC2CCCO2)cc1OC (configuration not stated)	4	2	2	0.0	-6	-1	3	2	2	2
N#Cc1ccccc1S(=O)(=O)N1CCN(C(=O)CCNS(=O)(=O)c2ccc(Cl)cc2)CC1	-2	1	-10	-0.3	-3	-8	-1	1	-11	3
O=C(Cn1nc(-c2ccc(Cl)cc2)c2ccccc2c1=O)NN1CCOCC1	0	7	2	-0.1	-6	4	2	1	4	0
Cc1ccc(OCCNS(=O)(=O)c2ccc(N3CCCC3=O)cc2)cc1C	-8	3	-5	-0.2	5	-8	5	5	7	-2
COc1cccc(C2c3[nH]c4ccccc4c3CCN2Cc2cnc(C)s2)c1OC (configuration not stated)	-12	-3	-5	2.0	-23	4	-21	-2	-1	3
CC(NC(=O)CNC(=O)C1CCCCC1)c1ccc(S(N)(=O)=O)cc1 (configuration not stated)	-2	-3	1	0.1	-2	-7	-1	-1	-9	1
CSc1nncc(/C(C)=N\Nc2cccc(C)c2)n1	5	-3	0	0.0	3	5	3	-3	6	-1
COc1cc2c(cc1OC)CN(C(=O)CSc1ccccc1C)CC2	3	5	1	5.4	-42	-1	-32	-6	-7	-5
O=C(NCc1cccnc1)[C@@H]1CC=C[C@@H]2CCN(Cc3ccc(Cl)c(Cl)c3)C(=O)[C@@H]21	3	5	5	0.6	1	6	1	-3	7	-1
C=CCOC(=O)/C(=C\c1cccc2ccccc12)NC(=O)c1ccccc1	-10	0	-6	0.3	0	6	-2	0	-7	-1
COc1ccc(OC)c(CNC(=O)c2cc(=O)[nH]c3ccc(S(=O)(=O)N4CCCC4)cc23)c1	3	-7	2	-0.2	4	-1	-4	0	2	-4
CCCOc1ccc(C(O)C(CN2CCOCC2)c2ccccc2)cc1 (configuration not stated)	-9	3	-2	0.4	2	0	1	2	-11	-5
COc1ccc(NCc2nnc(SCC(=O)c3ccc(OC)cc3)n2C)cc1	-2	4	3	-0.1	3	-15	3	-2	9	-6
O=C(C[n+]1ccc(/C=N/O)cc1)NC(=O)Nc1ccccc1	-6	-1	-2	-0.6	-57	9	-34	-2	9	-2
NC(=O)N/N=C/c1ccc(-n2nncc2-c2ccc(Cl)cc2)cc1	-4	0	-1	-0.1	-4	7	3	-2	-16	-6
CCOc1ccccc1NC(=O)CSc1ccccc1	-2	-1	-3	-0.1	-1	5	2	-2	8	0
Cn1nc(C(F)(F)F)c(-c2ccc(Br)cc2)c1NC(=O)CSCC(=O)O	-5	5	8	-0.1	2	-9	-1	1	-1	6
O=C(CCc1ccc(S(=O)(=O)N2CCOCC2)cc1)N1CCN(Cc2ccc3c(c2)OCO3)CC1	1	1	0	-0.6	-3	9	1	3	-5	-1
O=C(CSc1nc2ccccc2o1)N1CCN(S(=O)(=O)c2ccc3ccccc3c2)CC1	1	0	0	-0.3	1	1	-3	1	-2	2
Cc1ccc(NC(=O)CN2CCCC2c2cccn2C)cc1C (configuration not stated)	-15	-14	-5	0.2	2	12	3	1	3	-1
COc1cccc(C(=O)N2CCC[C@H]2C(=O)N2CCC[C@H]2C(=O)NCc2ccc(F)cc2F)c1	9	6	-5	-0.2	-2	4	-2	-2	1	-7
Cc1ccc(-c2cc3ccccc3nc2N)cc1	-1	-8	0	2.4	-76	-1	-45	-1	-7	9

# Taken from the entries so far (2 entries):
mol	sPLA2-III inh	DDE Tn7 FP inh	Tn6 DDE FP	KLK7 zymogen act	PLC-beta3 inh	ARFGAP1 inhibitor	PLCg1 inh	UHRF1 MBD2 ctr	ASAP1 GAP inh	NR1D1 modulator
CCCOc1ccc(C(O)C(CN2CCOCC2)c2ccccc2)cc1 (configuration not stated)	-9	3	-2	0.4	2	0	1	2	-11	-5
COc1ccc(NCc2nnc(SCC(=O)c3ccc(OC)cc3)n2C)cc1	-2	4	3	-0.1	3	-15	3	-2	9	-6

# Next section
mol	sPLA2-III inh	DDE Tn7 FP inh	Tn6 DDE FP	KLK7 zymogen act	PLC-beta3 inh	ARFGAP1 inhibitor	PLCg1 inh	UHRF1 MBD2 ctr	ASAP1 GAP inh	NR1D1 modulator
CC(Sc1nnnn1-c1ccccc1)C(=O)Nc1ccc(Cl)cn1 (configuration not stated)	-4	1	-3	0.3	0	16	2	3	-6	4
CCN(CC)c1nc2ccccc2nc1-n1nc(C)cc1C	11	-4	-4	-0.5	-11	15	-9	5	0	9
COc1cc(NC(=O)CN(C)S(=O)(=O)c2ccc3c(c2)CC(C)N3C(C)=O)cc(OC)c1OC (configuration not stated)	-2	3	-3	0.2	-6	-11	5	-4	-5	-10
CCCC(c1nnnn1CC(=O)OCC)N(Cc1cc2ccc(C)cc2[nH]c1=O)C1CCCC1 (configuration not stated)	-8	-4	0	0.8	-19	-1	-16	-2	1	-1
CCCCc1c(-c2ccc(F)cc2)ncn1CCc1ccccc1OC	-13	-7	2	1.1	5	6	2	-4	5	0
Cn1ccnc1Sc1ccc(/C=N/NC(=O)c2ccccc2[N+](=O)[O-])cc1[N+](=O)[O-]	-9	2	-4	-0.2	9	4	5	-3	3	-3
C#CCNC(=O)C1=C[C@@H](c2ccc(C(F)(F)F)cc2)C[C@@H](OCc2ccc(CO)cc2)O1	-5	1	4	0.7	-2	0	-2	3	-2	-2
CCCc1nc2c3ccccc3ccn2c1Cc1cccc(Cl)c1	0	6	1	1.0	-16	3	-11	24*	6	-1
O=C(OC1CCOC1=O)c1cc(-c2ccccc2)nc2ccccc12 (configuration not stated)	-1	-1	6	3.6	-24	1	-17	-3	1	0
C=CCOc1ccc(C(=O)Nc2ccccc2C(=O)N2CCCC2)cc1	5	4	1	-0.2	-11	-6	-1	-3	4	-5
COC(=O)[C@H](C)NC(=O)Nc1ccc(C)c(C)c1	2	-5	-2	0.0	4	-4	4	-2	6	4
CCCCCCN1C[C@@H](O)[C@H](n2cc(COC(=O)c3ccccc3)nn2)C[C@@H]1c1ccc(OC)cc1	6	-3	-5	-0.6	7	-7	2	8	0	-2
COc1ccc(-c2ccnc3[nH]n(-c4ccccc4)c(=O)c23)cc1	0	7	4	0.1	-17	-6	-15	-4	-6	-1
CCCCCCCCCCOC(=O)Cn1c(COc2ccccc2OC)[n+](C)c2ccccc21	-134	-1	-1	0.3	0	-17	7	-1	4	0
O=C1CCC/C1=C\Nc1ccc(Cl)c([N+](=O)[O-])c1	-43	7	13	0.3	-4	4	1	-2	2	-7
Cc1ccc(C#CC[N+]2(CC#Cc3ccc(C)cc3)CCCCC2)cc1	0	-7	4	-0.6	-1	-4	6	4	9	2
Cc1nc(SCC(=O)NC(=O)NCc2ccccc2)nc(C)c1C	-1	-1	-5	-0.5	1	6	2	-1	4	-2
CNC(=O)Nc1cc(C)nn1C	10	4	-6	-0.6	-2	9	-2	4	8	2
CCOC(=O)CSc1ccc(S(=O)(=O)N(CC)CC)cc1[N+](=O)[O-]	-16	-3	0	-0.1	4	3	-2	4	0	-2
